12-LOX inh – ALOX12 (human) lipoxygenase inhibition | purified 12hLO, xylenol orange hydroperoxide absorbance | P18054 | hit rate 1.1% among 580,000 | AID 1671190 | Potency, µM (doses to about 108 µM), without a hit: at the highest dose activity change, negative = inhibition, most hits filed as inhibitors; further: potency means the concentration at half of the fitted maximal effect; on the % scale 0 is the no-effect control and ±100 the full control effect
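Hydroperoxide product was detected by ferrous iron/xylenol orange as the 573 to 405 nm absorbance ratio. Arachidonic acid at 40 uM (final) was turned over for 30 min at room temperature by 150 nM human 12hLO, pH 7.0 Hepes buffer, after 15 min compound preincubation.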
POLK inh – DNA polymerase kappa (human) inhibition; purified Pol kappa, fluorescent DNA synthesis assay, 10 min; hit rate 0.53% among 400,000; Potency, µM (titrated, usually from 107 µM), inactives show top-dose activity, negative = inhibition, usual class: inhibitors; further: potency means the concentration at half of the fitted maximal effect; on the % scale 0 is the no-effect control and ±100 the full control effect
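50 nM final substrate added after 15 min RT preincubation of 10 nM Pol kappa with compound; fluorescence read at 0 and 10 min.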
Apoferritin bind – candidate novel general anesthetic via apoferritin binding. P02791. apoferritin/1-aminoanthracene competitive binding, fluorescence. Potency, µM (top dose mostly 77.5 µM), inactives show at the highest dose activity change, negative = displacement, hits mostly inhibitors. hit rate 0.074% among 350,000. AID 485281; further: potency means the concentration at half of the fitted maximal effect; on the % scale 0 is the no-effect control and ±100 the full control effect; nearly all actives have a fitted effect of over 20% in size
Target sequence (P02791 2-175 limits assumed): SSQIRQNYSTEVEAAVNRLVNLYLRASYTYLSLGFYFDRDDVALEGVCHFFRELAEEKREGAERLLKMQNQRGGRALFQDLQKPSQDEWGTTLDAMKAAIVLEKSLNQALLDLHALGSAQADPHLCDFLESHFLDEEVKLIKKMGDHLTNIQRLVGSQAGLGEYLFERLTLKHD
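Apoferritin-based anesthetic binding model; compound displacement of fluorescent 1-AMA measured as endpoint fluorescence after 10 minutes at room temperature, scaled to free-ligand and complex controls.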
Pol beta inh – DNA polymerase beta (human) inhibition; Potency, µM (highest dose often 114 µM), without a hit: at the top dose activity change, negative = inhibition, hits mostly inhibitors; P06746; Pol beta primer extension/strand displacement, fluorescence kinetic; AID 485314; hit rate 1.3% among 340,000; further: potency means the concentration at half of the fitted maximal effect; on the % scale 0 is the no-effect control and ±100 the full control effect
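Enzyme-only controls used 10 nM Pol beta; buffer lacking enzyme served as negative control. Compound preincubated 15 min, then 50 nM substrate added; 0 and 10 min reads at room temperature.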
APE1 inh – APE1 (human) endonuclease inhibition; AID 2517; Potency, µM (titrated, usually from 65.8 µM), without a hit: top-dose activity change, negative = inhibition, actives largely listed as inhibitors; P27695; hit rate 0.35% among 350,000; recombinant APE1, TAMRA/BHQ-2 abasic DNA cleavage fluorescence;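 further: potency means the concentration at half of the fitted maximal effect; plate controls were vehicle for no effect and reference inhibitor for full effect; nearly all actives have a fitted effect of over 55% in size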
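Enzyme (0.75 nM final) and test compound are incubated 15 min at room temperature before adding 50 nM quenched THF abasic-site duplex. Cleavage dequenches TAMRA, followed at 525/598 nm over three reads one minute apart.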
ERG-DNA inh – ERG Ets/DNA interaction inhibition; Potency, µM (highest dose often 76.9 µM), without a hit: at the top dose FP activity, negative = inhibition, actives largely listed as inhibitors; fluorescence polarization, His-ERG Ets domain / labelled DNA; hit rate 0.028% among 370,000; P11308; AID 624246; active means well fitted inhibition curve with a large enough effect in the polarisation, with a control signal flat; inconclusive means small, poorly fitted or top-dose-only effect, or effect the other way, or a change in a side signal; inactive means no such curve, though single readings can be large or run the other way; the % refers to the polarisation;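 further: polarization taken with two DNA probes labelled with fluorescein and Texas red; potency means the concentration at half of the fitted maximal effect; % of control where 0% means no effect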
Target sequence (P11308 whole entry, looked up, the tested form may be a part): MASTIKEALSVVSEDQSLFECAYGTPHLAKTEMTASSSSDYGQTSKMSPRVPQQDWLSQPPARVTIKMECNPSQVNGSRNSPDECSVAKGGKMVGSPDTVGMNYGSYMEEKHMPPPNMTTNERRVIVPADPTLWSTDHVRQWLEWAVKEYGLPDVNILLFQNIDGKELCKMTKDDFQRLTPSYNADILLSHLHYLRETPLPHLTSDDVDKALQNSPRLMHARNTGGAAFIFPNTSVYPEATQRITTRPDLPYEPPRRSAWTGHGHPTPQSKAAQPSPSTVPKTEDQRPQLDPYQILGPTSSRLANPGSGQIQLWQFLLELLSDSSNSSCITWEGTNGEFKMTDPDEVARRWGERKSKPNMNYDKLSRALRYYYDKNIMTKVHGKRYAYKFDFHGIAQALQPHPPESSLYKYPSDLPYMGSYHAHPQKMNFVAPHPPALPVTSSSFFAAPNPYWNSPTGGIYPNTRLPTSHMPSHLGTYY
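His-tagged ERG Ets domain (1 uM in the protein solution; 300mM KCl, 50mM Tris-HCl, 1mM EDTA, 1mM DTT, pH 7.5) received compound, then a probe mix of 5 nM fluorescein-DNA and 100nM Texas-615-DNA. Fluorescence polarization was read for both dyes.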
TRHR ag – TRH receptor (human) agonism; AID 493084; hit rate 0.18% among 360,000; TRHR cells, calcium flux fluo-8, FDSS agonist mode; activation, % at 2 µM; P34981; in the data active means activation above about 30%; further: 0% is about no effect
Target sequence (P34981 whole entry, looked up): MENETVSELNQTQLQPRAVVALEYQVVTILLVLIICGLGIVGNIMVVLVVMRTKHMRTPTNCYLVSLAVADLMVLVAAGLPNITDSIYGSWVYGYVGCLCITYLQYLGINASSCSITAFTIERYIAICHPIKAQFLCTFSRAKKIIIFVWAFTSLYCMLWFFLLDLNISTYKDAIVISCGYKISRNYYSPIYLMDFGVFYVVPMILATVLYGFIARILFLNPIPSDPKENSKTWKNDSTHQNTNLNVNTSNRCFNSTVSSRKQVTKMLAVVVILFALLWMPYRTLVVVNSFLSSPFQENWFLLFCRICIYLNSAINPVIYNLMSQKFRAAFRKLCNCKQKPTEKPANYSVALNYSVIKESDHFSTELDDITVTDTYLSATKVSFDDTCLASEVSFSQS
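TRHR-expressing cells loaded with fluo-8 calcium dye; 23 nL library compound pin-transferred, kinetic FDSS fluorescence (Ex 480/Em 530) recorded about 180 s for agonist-induced calcium release, before a 10 nM TRH EC20 addition for potentiator mode.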
BLM helicase inh – Bloom syndrome helicase (human) inhibition; hit rate 0.2% among 350,000; recombinant BLM DNA unwinding, fluorescence dequenching; Potency, µM (highest dose often 56.1 µM), without a hit: at the highest dose activity change, negative = inhibition, usual class: inhibitors;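 further: potency means the concentration at half of the fitted maximal effect; plate controls were vehicle for no effect and no enzyme for full effect; nearly all actives have a fitted effect of over 35% in size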
POLI inh – inhibitors of human DNA polymerase iota; hit rate 1% among 390,000; Q9UNA4; Potency, µM (doses to about 115 µM), for inactives: at the top dose activity, negative = inhibition, hits mostly inhibitors; Pol iota fluorescent replication assay, 10 min; further: potency means the concentration at half of the fitted maximal effect
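Fluorescent replication assay read twice, at 0 min and 10 min after adding 50 nM (final) substrate. Enzyme (10 nM) and compounds were first incubated 15 min at room temperature; enzyme-free buffer wells were negative controls.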
* hit, by the source's call; ? = inconclusive; · = no result given; & = joins results of further samples; [ ] = another dose, or the depositor's remark. Unless noted, the call rests on the fitted dose curve; in most records, active means well fitted curve in the direction sought with a large enough effect; inconclusive means small, poorly fitted or top-dose-only effect, or another doubt; inactive means no such curve, though single readings can be large; an effect the other way counts as inactive or inconclusive. Only part of the results is shown; rates above refer to the full screens.

SMILES | 12-LOX inh | POLK inh | Apoferritin bind | Pol beta inh | APE1 inh | ERG-DNA inh | TRHR ag | BLM helicase inh | POLI inh
CC(C)NC(=O)[C@@H]1C[C@@]1(C)[C@@H](NC(=O)OCc1ccccc1)c1ccccc1 | 1% | -7% | -6%&-5% | 0% | -2%&-2% | -10% | -0.5 | 2%&-11% | -7%
N#CCCN1CCC(NC(=O)OCc2ccccc2)CCC1=O (stereo not given) | -5% | -31%&-11% | -4% | 37% | -8% | 3% | 0.1 | 2% | ?
COCCN1C=C(C(=O)OC)C(c2cc3c(cc2Br)OCO3)C(C(=O)OC)=C1 | · | 0% | 0% | -1% | -3% | 2% | -1.3 | -2% | 27%
COc1ccc(-c2cc(C(=O)NCC3CCCO3)c3cc(C(C)C)ccc3n2)cc1 (stereo not given) | ? | 0% | -7% | 3% | -6% | 11% | -0.7 | -1% | -2%
COc1ccc(/C=C\c2onc(C)c2S(=O)(=O)N2CCC(C(=O)NCc3ccco3)CC2)cc1 | -21% | -7% | -8% | 6% | -4% | 2% | 0.0 | -4% | -9%
O=C(Nc1ccccc1C(=O)NC(Cc1ccccc1)C(=O)O)c1ccccc1 (stereo not given) | -16% | -9% | -5% | ? | -1% | 19% | 0.2 | -5% | 21%
CCOC(=O)c1c(NC(=O)c2c(Br)cnn2CC)sc(C)c1C | 2% | 0% | -7% | -1% | 7% | -6% | -0.4 | 0% | 29%
Cc1nc2ccccc2cc1C(=O)N/N=C/c1ccccc1[N+](=O)[O-] | -1% | -8% | -7% | -7% | -2% | 7% | 0.4 | -2% | 436%[activator]
Cc1c(CC(=O)O)c(=O)oc2c(C)c3occ(-c4ccc(Br)cc4)c3cc12 | ? | -6% | 4% | 22µM* | ? | -7% | 0.7 | ? | 20%
O=C(CSc1nnc(NC(=O)c2cccc(F)c2)s1)NC1CCCC1 | -12% | -3% | -2% | 47% | 2% | 6% | 0.4 | 1% | 49%[activator]
Cn1nc(-c2ccc(N3CCCCC3)c(NC(=O)c3ccc(Cl)cc3)c2)c2ccccc2c1=O | -22% | 16% | -1% | 30% | · | 1% | 0.0 | -2% | 42%[activator]
Cc1ccc(C)c(NC(=O)CN(C)C(=O)c2cc3ccccc3o2)c1 | -3% | -3% | -7% | 7% | 20% | -6% | 0.2 | -4% | 6%
COc1cc(/C=C/C(=O)NCC(=O)N2CCC(N(C)CCN3CCOCC3)CC2)ccc1OC(C)C | 3% | 0% | -3% | 1% | 1% | -3% | 0.6 | -1% | -5%
CCc1ccc(NC(=O)CSc2nnc(COc3ccc4c(c3)CCCC4)o2)cc1 | -4% | -2% | -10% | 5% | 0% | 8% | -0.1 | 1% | -4%
CC(CNC(=O)c1ccc(Br)o1)NC(=O)c1ccc(Br)o1 (stereo not given) | -30% | -11% | -9% | 24% | 0% | 3% | -0.1 | -1% | -2%

Compound profiles, as listed above. Order of screens: 12-LOX inh, POLK inh, Apoferritin bind, Pol beta inh, APE1 inh, ERG-DNA inh, TRHR ag, BLM helicase inh, POLI inh
O=C(CSc1nnc(NC(=O)c2cccc(F)c2)s1)NC1CCCC1 across the screens: -12%, -3%, -2%, 47%, 2%, 6%, 0.4, 1%, 49%[activator]
CCc1ccc(NC(=O)CSc2nnc(COc3ccc4c(c3)CCCC4)o2)cc1 across the screens: -4%, -2%, -10%, 5%, 0%, 8%, -0.1, 1%, -4%
COCCN1C=C(C(=O)OC)C(c2cc3c(cc2Br)OCO3)C(C(=O)OC)=C1 across the screens: ·, 0%, 0%, -1%, -3%, 2%, -1.3, -2%, 27%
COc1cc(/C=C/C(=O)NCC(=O)N2CCC(N(C)CCN3CCOCC3)CC2)ccc1OC(C)C across the screens: 3%, 0%, -3%, 1%, 1%, -3%, 0.6, -1%, -5%

Further results follow.
SMILES | 12-LOX inh | POLK inh | Apoferritin bind | Pol beta inh | APE1 inh | ERG-DNA inh | TRHR ag | BLM helicase inh | POLI inh
Cc1ccc(C(=O)CNc2nc3c(c(=O)[nH]c(=O)n3C)n2Cc2ccccc2)cc1 | 0% | -10% | -9% | 15% | -10% | -16% | 0.1 | 1% | 10%
C=CCN1C=C(C(=O)c2ccccc2)C(=O)CC1 | 2% | -11% | · | · | · | 4% | · | · | -5%
CCCNC(=O)CN(Cc1ccccc1F)S(=O)(=O)c1ccc(C)cc1 | 0% | -2% | -10% | 14% | 0% | -4% | -0.5 | -1% | 30%[activator]
COCC1CCN(C(=O)CCc2nnc(C3(c4ccc(Cl)cc4)CCC3)o2)C1 (stereo not given) | 0% | -10% | -7% | 24% | 21% | 7% | -1.0 | -7% | 24%
CC(C)(C)N1CC(OC(N)=O)C1 | -13% | -1% | 0% | 0% | 2% | -3% | 0.5 | -4% | 5%
CCc1ccccc1NC(=O)C1CCN(S(=O)(=O)c2ccccc2)CC1 | 1% | -18% | -10% | 3% | · | 1% | -0.6 | -6% | 7%
Cc1ccc(Oc2nc(C(F)(F)F)nc3ccccc23)cc1 | 0% | -17% | 16% | 0% | -1% | 0% | 0.4 | -3% | 14%
COc1cc(N=Nc2ccc(C)cc2S(N)(=O)=O)c(C)cc1N | ? | -20% | · | · | · | 2% | · | · | -2%
Cc1nc(-c2ccc(S(=O)(=O)N3CCN(C(c4ccccc4)c4ccccc4)CC3)s2)cs1 | ? | -10% | -12% | 1% | 1% | 7% | -0.5 | -5% | 110%[activator]
Cc1ccc(/C=N/NC(=O)c2cccc(S(=O)(=O)N3CCOCC3)c2)o1 | 10% | -5% | -6% | 40% | 11% | -7% | 1.2 | -5% | -2%
CCCCc1ccc(NC(=O)COc2cccc3c(=O)n(C)ccc23)cc1 | -23% | -2%[60.1 µM] | ? | ? | · | -4% | 0.0 | -3% | -30%
CC(C)(C)N(NS(=O)(=O)c1ccc(F)cc1)c1ccccc1 | 14% | -9% | -3% | ? | -2% | -5% | -0.6 | 0% | 154%[activator]
COc1cc([N+](=O)[O-])ccc1NC(=O)NCc1ccco1 | -27% | -13% | -8% | 3% | 5% | -8% | -0.4 | -5% | 149%[activator]
O=C(Cc1ccccc1F)NC1CCSc2ccccc21 (stereo not given) | -12% | -4% | -13% | -5% | 30% | -5% | -0.8 | -6% | -10%
O=C(Nc1ccccc1Cl)C(=O)c1cn(CC(=O)N2CCOCC2)c2ccccc12 | -1%&29% | -5% | -21% | 6% | -18% | -8% | 0.8 | -1% | 5%
COc1ccc(/C=N\NC(=O)CCc2c(C)n[nH]c2C)c(OC)c1OC | -23% | -14% | -2% | -1% | 3% | 5% | 0.3 | -9% | 42%[activator]
COC(=O)c1cccc(NC(=O)NC2CCCN2S(=O)(=O)c2ccc(Cl)cc2)c1 (stereo not given) | ? | 0% | -4% | -23% | 0% | 4% | -0.8 | 2% | 9%
CC(C)Cc1cc(C(=O)Nc2sc3c(c2C#N)CCC3)no1 | ? | -26% | ? | 3% | -2% | 1% | -0.4 | -1% | -8%
O=C(c1ccco1)N1CCN(C(=O)C(Cc2ccccc2)NS(=O)(=O)c2cccs2)CC1 (stereo not given) | -11% | -24% | -11% | 9% | 7% | 4% | 0.8 | -1% | ?
COc1cc(C(=O)NCC(=O)N2CCN(S(=O)(=O)c3ccccc3C(F)(F)F)CC2)cc(OC)c1OC | 312%[activator] | -6% | · | · | 4% | -1% | · | · | 28%
COc1cc2c3c(c1)C1(C(=O)N3C(C)(C)C=C2C)C(C#N)=C(N)Oc2cc(C)oc(=O)c21 (stereo not given) | -15% | -19% | -8% | 4% | -9% | -1% | 0.0 | -18% | 6%
Cc1cccc(Oc2ccc3c(c2)Oc2ccccc2NC3=O)c1 | ? | ? | ? | 13µM* | · | -3% | 1.0 | -18% | 71µM*
CCOc1ccccc1CNC(=O)CCCn1nc(C)c2sc3ccccc3c2c1=O | -20% | -1% | 4% | -9% | · | 0% | 0.3 | -3% | 32%[activator]
CCCC(=O)Nc1ccccc1NC(=O)c1cc(OC)c(OC)c(OC)c1 | 8% | -7% | -9% | 3% | 6% | -7% | -0.4 | -5% | 12%
CCn1c(=O)c2cc(C(=O)N(C)CC(OC)OC)sc2c2ccccc21 | 0% | -6% | 7% | 2% | 17% | 14% | -0.4 | 2% | -34%
CCOC(=O)c1nn(-c2ccccc2F)c(C)c1C(C)=O | 0% | -9% | -10% | 1% | -2% | 4% | · | 0% | -5%
CC1(C)CC(NC(=O)c2ccccc2Cl)CC(C)(C)N1 | 10% | -4% | -8% | -20% | 0% | 3% | 1.2 | -1% | 12%
CC(C)c1nccn1CCC(=O)O | 0% | 0% | 0% | 6% | 3% | -1% | 0.3 | -3% | 32%[activator]
O=C1c2ccccc2C(=O)N1c1ncn[nH]1 | -22% | -22% | -5% | -23% | 4% | -5% | -0.2 | 0% | ?
Cc1cc(Nc2cccc(Cl)n2)n(-c2ccccc2)n1 | 12% | -19% | -2% | -17% | -2% | -3% | -1.5 | 2% | 9%
O=C(NCc1ccccc1)C(c1ccccc1)N(C(=O)c1csnn1)C1CCCC1 (stereo not given) | 0% | -7% | 0% | 1% | 9% | -8% | 0.9 | -6% | 37%[activator]
CSc1ccc(S(=O)(=O)NCC(=O)OCC(=O)N(C)Cc2ccccc2)cc1[N+](=O)[O-] | ? | -3% | · | · | 29% | -4% | -0.6 | · | 2%
COc1ccc(OC)c(NC(=O)C2CC(=O)N(c3ccccc3)C2)c1 (stereo not given) | 2% | -9% | -9% | 26% | -3% | 17% | -1.6 | -6% | 10%
Cc1ccc(CN(C(=O)c2ccccc2F)c2ccccn2)o1 | -25% | ? | -13% | 56µM* | · | ? | 1.3 | -7% | 79µM*
Nc1ccccc1SCc1csc(-c2ccc(Cl)cc2)n1 | ? | 0% | -11% | 3% | -3% | 2% | -0.4 | -12% | ?
C/C(=N\NC(=S)NCCc1ccccc1)c1cccs1 | 45µM* | -11% | 36%[activator] | -17% | 0% | -23% | 0.2 | -17% | 3%
COc1cc(C)ccc1OCCSc1nc2ccc(NC(=O)c3ccc(F)cc3)cc2s1 | -11% | -20% | 0% | 3% | · | 0% | -0.8 | -5% | 6%
